# D2 PAM: positive allosteric modulators of human D2 dopamine receptor. P14416. HEK293 T-REx D2, calcium flux, EC20 dopamine potentiation. potentiation, % at 10 µM. 340,000 tested, 0.34% active. AID 485347;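 active = potentiation over 3 SD above the plate norm, cut at about 30% in these data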; note: 0% is about no effect
#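 Tetracycline-induced HEK293 T-REx cells force-coupled to calcium signalling expressed D2; compounds were pin-added after a 10 s baseline, read kinetically 180 s, then an EC20 dopamine challenge followed with a further 180 s calcium read.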
# LDHA inh: LDHA (human) enzyme inhibition. activity change, % (values are at about 110 or 230 µM). purified LDHA, NADH/diaphorase-resazurin fluorescence; hits give low values. 480,000 tested, 0.15% active; in the data active = activity change below about -30%; inconclusive = mostly about -25% to -30%;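 note: plate controls were DMSO wells for no effect and wells without enzyme for full effect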
#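 Enzyme activity of human lactate dehydrogenase 5 (2 nM; 0.06 mM NADH, 0.2 mM pyruvate, 5 min, RT) is measured via a resazurin/diaphorase fluorescence readout of residual NADH.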
# D1 ag: activates the human D1 dopamine receptor. activation, % at 2 µM. P21728. 360,000 tested, 1% active. HEK293 T-REx D1 cells, calcium flux, agonist mode; in the data active = activation above about 30%; note: 0% is about no effect
#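 Agonism was scored from calcium flux recorded over 180 s (1 read/s) after pintool compound addition, following a 10-cycle baseline. Cells were inducible force-coupled HEK293 TREx D1, plated overnight at 30 C and loaded with no-wash calcium dye.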
# RXFP1 ag: RXFP1 (human) receptor agonism; Potency, µM (series often up to 57.5 µM), without a hit: top-dose activation, most hits filed as activators; 370,000 tested, 0.3% active; HEK293T-RXFP1 cAMP TR-FRET, 30 min; response scale: percent of porcine relaxin response, buffer zero; Q9HBX9; note: potency is the fitted concentration of half-maximal effect; % is set by controls: 0 for no effect and ±100 for the full control effect; nearly all actives have a fitted effect of over 60% in size; many of its hits are not listed in these tables
#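 HEK293T cells stably expressing RXFP1 were pretreated with the PDE4 inhibitor Ro 20174, exposed to compounds for 30 min at 37C, lysed, and cAMP was read by TR-FRET. Data normalized to buffer (basal) and 29 nM porcine relaxin (100%).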
# Vif-A3F inh: inhibitors of Vif-A3F interaction; 390,000 tested, 0.2% active; Potency, µM (top dose mostly 46.1 µM), inactives show at the top dose activity, negative = active; HeLa A3F-eYFP + Vif (tagged APOBEC3F with the HIV-1 protein that degrades it), YFP fluorescence increase; AID 602313; note: potency is the fitted concentration of half-maximal effect; % of control where 0% means no effect; nearly all actives have a fitted effect of over 65% in size
#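 Fluorescence increase (Ex 488/Em 500-530) after overnight compound treatment at 37 deg C flags inhibition of Vif-driven A3F-eYFP loss in stable HeLa A3F-eYFP/Vif cells seeded overnight beforehand.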
# GRP78 ERSR act: ER stress response induction in glioma | U87-MG GRP78 promoter luciferase reporter, 16 h | Potency, µM, inactives show top-dose activation, hits mostly activators | 420,000 tested, 0.02% active | AID 602332; note: potency is the fitted concentration of half-maximal effect; series mostly up to about 76 µM; % of control where 0% means no effect; nearly all actives have a fitted effect of over 35% in size
#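 ERSR induction read as luciferase luminescence (Bright-Glo, 10 min at room temperature) in stably transfected human U87-MG glioma cells exposed to compounds for 16 h, using GRP78 as sensor.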
# D1 antagonist: antagonists of human D1 dopamine receptor. P21728. 360,000 tested, 3.2% active. HEK293 TREx D1 cells, calcium flux, dopamine EC80; hits give low values. AID 504652. activity change, negative = inhibition, % at 10 µM; in the data active = activity change below about -30%; note: % is set by controls: 0 for no effect and ±100 for the full control effect
#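 Using tetracycline-induced force-coupled D1 Hek293 cells and a calcium dye, signals were followed for 180 s after compound, then for 180 s after EC80 dopamine, to detect inhibitors.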
# D1 potentiator: enhances dopamine response at the human D1 receptor. P21728. HEK293 TREx D1 cells, calcium flux, dopamine EC20 potentiation. potentiation, % at 10 µM. 360,000 tested, 0.036% active. AID 504651; in the data active = potentiation above about 30%; note: 0% is about no effect
# Vif-APOBEC3G blk: Vif-A3G binding inhibition. HeLa A3G-eYFP + Vif (tagged APOBEC3G with the HIV-1 protein that degrades it), YFP fluorescence, overnight. Potency, µM (top dose mostly 46.1 µM), for the others: at the top dose activity, negative = active, usual class: inhibitors. 410,000 tested, 0.076% active. AID 602310;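 note: potency is the fitted concentration of half-maximal effect; % is set by controls: 0 for no effect and ±100 for the full control effect; nearly all actives have a fitted effect of over 60% in size; hits raise eYFP signal because A3G escapes Vif-driven loss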
#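 HeLa cells stably expressing Vif and C-terminally eYFP-tagged A3G, seeded overnight at 37 deg C, then exposed to compound by pintool overnight at 37 deg C. Rise in yellow fluorescence (Ex 488/Em 500-530, Acumen) marks blocked Vif-driven A3G degradation.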
# * hit, by the source's call; u = inconclusive; x = no result given; & = joins results of further samples; ! = a repeat was not active. Unless noted, calls come from the whole dose curve; as a rule, active = well fitted curve in the direction sought with a large enough effect; inconclusive = small, poorly fitted or top-dose-only effect, or another doubt; inactive = no such curve, though single readings can be large; an effect the other way counts as inactive or inconclusive. A portion of the library (hit frequency here may not be typical).
SMILES,D2 PAM,LDHA inh,D1 ag,RXFP1 ag,Vif-A3F inh,GRP78 ERSR act,D1 antagonist,D1 potentiator,Vif-APOBEC3G blk
CCCCCCN1C(=O)C(O)=C(C(C)=O)C1c1ccc(Cl)cc1 (centres undefined),-2.2,0.7,2.1,12.2%,3.8%,-3.6%,29.7,4.0,-0.7%
O=C(CC1CCCCC1)NCc1ccccn1,-2.8,-17.7,0.4,-1.0%,-14.5%,-3.3%,-2.5,-2.4,0.2%
Cc1nccn1CC(=O)N/N=C/c1ccc(O)c(O)c1,x,x,0.9,0.3%,x,x,7.2,1.8,x
Cc1coc2c1C(=O)C(=O)c1c-2ccc2c(C)cccc12,-2.8,16.6,-1.3,-0.6%,-0.8%,-2.7%,21.3,0.9,1.7%
COc1ccccc1CCNC(=O)c1ccc(C)o1,-16.1,4.7,4.7,0.9%,-0.4%,-1.4%,17.6,1.1,-3.9%
Cc1nc(N)sc1C(=O)NN,0.9,-6.8,0.4,0.6%,-5.0%,3.6%,11.7,-8.1,-0.3%
CCOc1ccccc1CNS(=O)(=O)c1ccc2c(c1)C(C)(C)C(=O)N2C,3.9&-0.7,-1.1&-3.9,2.6&4.2,-3.2%&-0.3%,-10.8%&-0.5%,-4.9%&-3.2%,-34.6*!,0.1&-5.0,-6.7%&3.7%
CCNC(=O)CSc1ncnc2sccc12,1.6,-6.2,1.5,2.3%,6.3%,-2.9%,2.3,1.4,-3.7%
CCN(CC(=O)NCc1cccs1)C(=O)c1cc(Br)ccc1O,x,-2.3,x,x,1.6%,-4.7%,x,x,-6.5%
COc1cccc(NC(=O)C2CCCN2C(=O)NC2CCCCC2)c1 (centres undefined),6.4,-10.0,0.6,-0.1%,-23.6%,2.3%,8.2,-4.3,0.6%
CCOc1ccc(S(=O)(=O)NCCC(=O)N2CCN(C(C)=O)CC2)cc1,x,-2.9,x,x,1.2%,-3.0%,x,x,-3.1%
O=C(Nc1ccnn1C1CCN(CCCc2ccccc2)CC1)c1ccccc1Cl,-35.2,-7.7,17.0,-1.8%,4.3%,-4.7%,12.1,-0.1,0.6%
Cc1ccc(S(=O)(=O)NCCC(=O)OCC(=O)N(Cc2ccccc2)C(C)(C)C)cc1,x,-2.5,2.1,1.9%,-7.9%,-3.8%,6.0,-8.2,-0.1%
Cc1ccccc1NC(=S)N1CCOCC1,3.4,-6.8,1.2,2.0%,0.5%,-1.8%,1.0,-6.2,0.2%
O=C(NCCc1ccccn1)c1cc(-c2ccc(Cl)cc2)nc2ccccc12,-2.7,-2.2,2.2,2.9%,7.4%,3.4%,-4.6,1.3,-3.9%
O=C(Nc1cnc(N2CCN(c3ccccc3)CC2)c(C(=O)O)c1)c1cccs1,9.8,14.4,2.0,0.7%,4.0%,-2.5%,7.1,-3.1,-8.7%
O=C(Nc1nc2ccc(F)cc2s1)c1ccc([N+](=O)[O-])o1,x,-12.6,x,x,1.8%,u,x,x,u
Cc1cc(C)nc(SCC(=O)Nc2nccs2)n1,-4.2,-9.5,3.4,3.4%,-8.3%,-5.0%,-4.7,-0.8,4.0%
O=C(Cn1nnc(-c2ccccc2Cl)n1)NCc1ccc2c(c1)OCO2,-1.7,-6.3,0.2,3.5%,-1.4%,-4.1%,x,-3.4,1.0%
CN1C2C=C3C(C#N)=C(N)C(C#N)(C#N)[C@@H](c4ccc(Cl)cc4)[C@@H]3C1CC2 (some centres undefined),1.4,4.6,4.8,-0.2%,0.0%,10.2%,-8.8,-9.7,-7.3%
COc1cc(C2C(C(=O)OC(C)C)=C(C)N=C3SCCC(=O)N32)ccc1OCc1ccccc1 (centres undefined),7.2,-1.6,11.5,0.7%,2.5%,1.2%,-5.0,-7.1,-1.0%
COc1ccc(C(=O)NNC(=O)C(=O)NC(C)c2ccccc2)cc1OC (centres undefined),x,0.0,-1.2,-0.6%,-1.4%,-2.5%,9.9,-0.1,-1.3%
Cc1cc(C)nc(Nc2nc(C)c3cc4c(cc3n2)OCO4)n1,10.2,-6.1,2.2,1.2%,-2.3%,0.8%,-12.3,0.2,-1.5%
CCOC(=O)C(C#N)(Cc1cc(OC)cc(OC)c1)Cc1cc(OC)cc(OC)c1,x,-8.0,x,x,-0.2%,-2.3%,x,x,4.4%
CNC1CCc2cc(OC)c(OC)c(OC)c2-c2ccc(SC)c(=O)cc21 (centres undefined),x,-19.0,x,x,-22.4%,-6.7%,x,x,-38.6%
CCC(C)(C)n1nnnc1C(c1ccccc1F)N1CCN(C(=O)c2ccco2)CC1 (centres undefined),x,-3.2,1.9,0.3%,-16.0%,-5.6%,1.3,-2.5,2.5%
Cc1[nH]c(=S)[nH]c(=O)c1CCOc1ccccc1,3.4,-5.5,2.1,-1.4%,0.4%,-1.9%,3.7,-4.8,-8.9%
Cc1cc(OCC(=O)Nc2cccc(S(=O)(=O)N3CCCCC3)c2)ccc1Cl,-16.7,0.5,10.6,-0.6%,-3.8%,-3.6%,-22.5,-4.8,0.8%
CSC1=NC(=O)/C(=C\c2cccc3ccccc23)S1,1.0,-16.9,5.9,0.3%,3.7%,4.0%,-22.0,-4.5,-12.6%
CC(C)CN(C(=O)CC(C)c1ccccc1)c1c(N)n(Cc2ccccc2)c(=O)[nH]c1=O (centres undefined),-9.7,-8.7,1.8,0.1%,1.7%,-3.6%,-10.5,-8.4,-2.8%
O=C(O)C(=Cc1cccc([N+](=O)[O-])c1)c1ccccc1,x,-9.5,x,x,1.2%,-3.1%,x,x,-8.8%
CCOC(=O)c1c(C)oc2c1cc(NS(=O)(=O)c1ccc(C)cc1)c1ccccc12,-10.6,7.8,6.4,u,-0.4%,-1.7%,6.3,1.2,-7.7%
O=C(NNC(=O)C1[C@H]2CCCC[C@@H]12)NC1CCCCC1 (some centres undefined),11.9,-4.6,1.7,2.6%,0.8%,-0.1%,5.8,5.4,-0.4%
COc1ccc(Cl)cc1NC(=O)c1cc(S(=O)(=O)NC2CCCCCC2)ccc1F,10.8,9.8,4.6,1.3%,2.4%,-0.5%,-5.5,1.0,-4.4%
Cn1nc(C(=O)N2CCOCC2)c([N+](=O)[O-])c1C(=O)N1CCOCC1,11.4,-3.9,2.9,-0.2%,-7.5%,-4.8%,3.0,-3.4,0.4%
O=S(=O)(c1ccc2oc(=S)[nH]c2c1)N1CCCCC1,-9.0,-6.7,2.0,1.0%,-2.4%,-2.4%,-13.4,-9.3,-0.8%
S=C(NCc1cccs1)NCC1CCCO1 (centres undefined),-0.9,-1.9,3.8,-0.4%,15.8%,-1.0%,-2.5,-1.4,1.2%
Cc1ccc2nc(-c3ccc(S(=O)(=O)N4CCOCC4)cc3)cn2c1,2.6,x,0.0,4.1%,x,x,-14.5,-2.6,x
CC(=O)Nc1cc(-n2cnnn2)ccc1C,12.6,-4.5,2.0,-0.2%,3.1%,-4.4%,-15.0,-0.2,-0.2%
Cc1cc(C)cc(N(CC(=O)NC2CC3CCC2C3)S(C)(=O)=O)c1 (centres undefined),13.2,-5.3,1.9,-0.2%,3.9%,-4.6%,-2.7,-0.2,-1.2%
COc1ccccc1NC(=O)CSc1nnc(-c2cccc(Cl)c2)o1,12.4,0.6,7.5,1.1%,x,x,-9.3,-0.5,x
O=C(NC1CC1)C1=C[C@H](c2coc3ccccc3c2=O)C[C@H](OCCCCO)O1,x,4.8,x,x,0.1%,-0.4%,x,x,-3.1%
O=C(/C=C/c1ccc([N+](=O)[O-])cc1)NC1CC2CCC1C2 (centres undefined),-6.6,1.4,0.2,2.0%,-18.9%,4.3%,-12.4,-2.0,-0.9%
O=C(NCc1ccc(Cl)cc1)C(=O)Nc1cccc(Br)c1,-18.4,-3.0,10.6,-1.0%,-7.9%,-4.6%,-7.1,-0.8,3.2%
COc1ccc(CCN2C(=O)CS/C2=N\NC(=O)c2ccc(C(C)(C)C)cc2)cc1OC,4.8,-8.8,0.7,-0.3%,-0.9%,-0.9%,2.6,-5.9,2.2%

# Three consecutive compounds from above, quoted:
SMILES,D2 PAM,LDHA inh,D1 ag,RXFP1 ag,Vif-A3F inh,GRP78 ERSR act,D1 antagonist,D1 potentiator,Vif-APOBEC3G blk
Cc1coc2c1C(=O)C(=O)c1c-2ccc2c(C)cccc12,-2.8,16.6,-1.3,-0.6%,-0.8%,-2.7%,21.3,0.9,1.7%
COc1ccccc1CCNC(=O)c1ccc(C)o1,-16.1,4.7,4.7,0.9%,-0.4%,-1.4%,17.6,1.1,-3.9%
Cc1nc(N)sc1C(=O)NN,0.9,-6.8,0.4,0.6%,-5.0%,3.6%,11.7,-8.1,-0.3%

# Further compounds follow.
SMILES,D2 PAM,LDHA inh,D1 ag,RXFP1 ag,Vif-A3F inh,GRP78 ERSR act,D1 antagonist,D1 potentiator,Vif-APOBEC3G blk
CC1(C)CC(NC(=O)CC(c2ccccc2)c2ccccc2)CC(C)(C)N1,0.4,-6.2,5.8,-3.4%,4.0%,-11.3%,13.7,0.7,0.9%
CCOC(=O)/C(C#N)=C/Nc1cc(F)ccc1C,6.2,-4.7,-1.2,-0.6%,11.9%,-2.0%,34.7,1.7,0.3%
CC1(c2ccc3c(c2)OCO3)NC(=O)N(CC(=O)Nc2ccccc2[N+](=O)[O-])C1=O (centres undefined),-12.8,-6.9,13.9,1.6%,5.8%,-4.0%,3.5,4.4,-5.4%
O=C(CN1C(=O)c2ccccc2S1(=O)=O)NC1CC2CCC1C2 (centres undefined),23.1,-8.7,0.3,0.4%,-7.6%,1.3%,-72.5*,x,0.8%
COC(=O)[C@H]1[C@@H](C)N(Cc2ccccc2)C(=O)N[C@H]1c1cccc(C(F)(F)F)c1,x,-9.5,x,x,0.8%,-3.8%,x,x,0.9%
CC12COC3(C(=O)Nc4ccc([N+](=O)[O-])cc4)CC1CCC32C (centres undefined),28.3,-1.3,10.7,-0.5%,-22.7%,-2.6%,-4.8,-8.7,-0.7%
COc1ccccc1CNC(=O)C(=O)NCC(c1cccs1)S(=O)(=O)c1ccccc1 (centres undefined),19.1,-4.3,7.0,-0.1%,1.8%,-3.9%,x,3.8,0.8%
